Bioassay records: PubChem, National Center for Advancing Translational Sciences (NCATS)
GAA inh = inhibitors of human lysosomal alpha-glucosidase; Potency, µM (titrated, usually from 76.9 µM), for inactives: at the highest dose activity change, negative = inhibition, usual class: inhibitors; P10253; purified human GAA, 4-MU-alpha-glucoside fluorescence; 200,000 tested, 0.005% active;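 note: plate controls were uninhibited enzyme wells for no effect and no-enzyme background for full effect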
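Human enzyme at 4 nM with 400 uM 4-methylumbelliferyl-alpha-D-pyranoside, citrate/phosphate buffer pH 5.0, 0.005% Tween-20, 20 min at room temperature. Compounds up to 77 uM. 4-MU fluorescence (Ex 365/Em 440) read after NaOH/glycine stop; AC50 from Hill fit.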
ALDH1A1 block = blocks purified human ALDH1A1 activity | Purified ALDH1A1, NADH fluorescence, propionaldehyde substrate | P00352 | 220,000 tested, 7.3% active | Potency, µM (titrated, usually from 75.3 µM), without a hit: at the highest dose activity, negative = inhibition, actives largely listed as inhibitors; active = well fitted inhibition curve with a large enough effect, not every such curve was filed as active; inconclusive = small, poorly fitted or top-dose-only effect, or another doubt; inactive = no such curve, though single readings can be large or run the other way;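 note: plate controls were no enzyme wells and a reference inhibitor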
Target sequence (P00352 whole entry, looked up): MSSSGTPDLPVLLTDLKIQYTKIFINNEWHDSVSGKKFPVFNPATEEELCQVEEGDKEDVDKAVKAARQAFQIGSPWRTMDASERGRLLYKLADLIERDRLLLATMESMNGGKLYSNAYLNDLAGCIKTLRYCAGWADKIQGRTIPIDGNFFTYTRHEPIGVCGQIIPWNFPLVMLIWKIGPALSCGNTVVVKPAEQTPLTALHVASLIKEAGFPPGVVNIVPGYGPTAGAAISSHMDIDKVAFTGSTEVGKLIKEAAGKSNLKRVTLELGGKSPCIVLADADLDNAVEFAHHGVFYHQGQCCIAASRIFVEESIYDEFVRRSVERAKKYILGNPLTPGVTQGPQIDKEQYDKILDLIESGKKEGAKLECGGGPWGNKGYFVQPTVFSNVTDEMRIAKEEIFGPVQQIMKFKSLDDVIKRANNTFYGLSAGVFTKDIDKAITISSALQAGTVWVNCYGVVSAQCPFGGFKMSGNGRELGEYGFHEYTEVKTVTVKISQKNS
GAA glycogen mod = GAA glycogen-cleavage inhibition or activation. P10253. recombinant GAA, glycogen substrate, Amplex Red glucose oxidase fluorescence. Potency, µM (highest dose often 76.4 µM), without a hit: at the highest dose activity change, negative = inhibition, usual class: inhibitors. 300,000 tested, 0.38% active;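 note: 0% = full enzyme reaction and -100% = no-enzyme basal signal; the screen sought inhibitors and activators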
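qHTS, 1536-well; enzyme 4 nM final; cpd up to 77 uM; substrate bovine liver glycogen 30 ug; 50 mM citrate/phosphate pH 5.0, 0.01% Tween-20; 37 C, 40 min; Amplex Red detection 45 min RT; Hill fit → AC50.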
KDM4E inh = blocks human JMJD2E demethylase activity. 230,000 tested, 1.6% active. JMJD2E catalytic domain, FDH-coupled NADH fluorescence (FDH is formaldehyde dehydrogenase). Potency, µM (highest dose often 57.1 µM), for the others: top-dose activity change, negative = inhibition, hits mostly inhibitors; active = well fitted inhibition curve with a large enough effect, not every such curve was filed as active; inconclusive = small, poorly fitted or top-dose-only effect, or another doubt; inactive = no such curve, though single readings can be large or run the other way;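 note: 0% = wells with enzyme and -100% = buffer wells without enzyme; nearly all actives have a fitted effect of over 50% in size; many of its hits are not listed in these tables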
Target sequence (B2RXH2 1-337 limits assumed): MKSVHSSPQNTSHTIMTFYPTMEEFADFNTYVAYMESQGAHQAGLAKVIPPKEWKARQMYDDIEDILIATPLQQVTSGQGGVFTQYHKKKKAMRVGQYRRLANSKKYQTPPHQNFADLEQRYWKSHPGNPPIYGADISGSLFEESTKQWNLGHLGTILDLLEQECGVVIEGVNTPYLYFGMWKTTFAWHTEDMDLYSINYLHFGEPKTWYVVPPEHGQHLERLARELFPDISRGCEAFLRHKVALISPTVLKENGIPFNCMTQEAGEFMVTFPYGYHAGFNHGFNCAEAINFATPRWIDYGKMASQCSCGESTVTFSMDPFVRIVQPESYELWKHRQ
SMN2 splice enh = increases expression of the SMN2 splice variant | HEK293 SMN2-luciferase splicing reporter, luminescence, 30-36 h | Potency, µM (doses to about 46.1 µM), without a hit: at the highest dose activity change, positive = activation, most hits filed as activators | 210,000 tested, 2.8% active; note: % of control where 0% means no effect; nearly all actives have a fitted effect of over 55% in size
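HEK293 cells carry an SMN2 minigene-luciferase reporter in which exon 7 inclusion puts luciferase in frame. Cells were seeded at 2000 cells/well, attached for 10-12 hours, then exposed to compounds for 30-36 hours at 37C before ONE-Glo luminescence.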
aGlu spleen mod = inhibits or activates alpha-glucosidase in human spleen homogenate | AID 2112 | 240,000 tested, 0.006% active | Potency, µM (series often up to 79.9 µM), inactives show at the top dose activity change, negative = inhibition, most hits filed as inhibitors | P10253 | human spleen homogenate, 4-MU-alpha-glucoside fluorescence;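 note: 0% = enzyme with vehicle and -100% = no enzyme basal signal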
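Compounds were titrated against alpha-glucosidase in spleen homogenate at pH 5.0, with 1 mM 4-methylumbelliferyl substrate for 40 min at 37 C. Reactions were quenched with pH 10 NaOH/glycine and fluorescence measured.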
GLA spleen mod = alpha-galactosidase A (human) modulation | P06280 | human spleen homogenate, 4MU-alpha-Gal fluorescence, 40 min | Potency, µM (titrated, usually from 80 µM), without a hit: at the highest dose activity change, negative = inhibition, most hits filed as inhibitors | 240,000 tested, 0.008% active | AID 2107;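 note: 0% = enzyme with vehicle and -100% = no enzyme basal signal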
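Fluorogenic readout (Ex 365/Em 440 nm) of 4-methylumbelliferone released from 1 mM 4-MU-alpha-galactoside by spleen homogenate, 40 min at 37C, pH 5.0. Data normalized to no-enzyme and enzyme controls; Hill-equation AC50 from compound titrations.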
RGS12 GoLoco inh = RGS12 GoLoco-Gai1 interaction inhibition. AID 880. Potency, µM (series often up to 61.6 µM), inactives show at the top dose activity, negative = inhibition, usual class: inhibitors. 230,000 tested, 0.44% active. Gai1:RGS12 GoLoco peptide FP, rhodamine, 10 min. P63096; active = well fitted inhibition curve with a large enough effect, not every such curve was filed as active; inactive = no such curve, though single readings can be large or run the other way; note: % is set by controls: 0 for no effect and ±100 for the full control effect; nearly all actives have a fitted effect of over 30% in size; many of its hits are not listed in these tables
Active calls of the source: *; ? = inconclusive; · = no result given; & = joins results of further samples; [ ] = another dose, or the depositor's remark. Unless noted, calls come from the whole dose curve; as a rule, active = well fitted curve in the direction sought with a large enough effect; inconclusive = small, poorly fitted or top-dose-only effect, or another doubt; inactive = no such curve, though single readings can be large; an effect the other way counts as inactive or inconclusive. Potency is the fitted concentration of half-maximal effect. Not all compounds are listed, so the mix of outcomes need not match the whole.

SMILES | GAA inh | ALDH1A1 block | GAA glycogen mod | KDM4E inh | SMN2 splice enh | aGlu spleen mod | GLA spleen mod | RGS12 GoLoco inh
ClCBr | · | -1% | · | · | 0% | 1% | 6% | 4%
CC12CN3CC(C)(CN(C1)C31CCSCC1)C2=O | 0% | 2% | -2% | -4% | -12% | -7% | 0% | 8%
O=C1NC(=O)N(CCC2=CCCCC2)C(=O)/C1=C\c1cccs1 | -10% | 1.3µM* | 4% | 1% | 4% | -3% | -3% | 65%[activator]
CN(C)C(=O)Oc1c(Cl)cc(Cl)c2cccnc12 | ? | 2% | 14% | -9% | -14% | 0% | -4% | 13%
CCN(CC)C(=O)Oc1ccc2ccccc2c1Cl | 3% | -1% | -3% | -4% | ? | -6% | -1% | 0%
CC(C(=O)OC1CC2CCC(C1)N2C)c1ccc(Br)cc1 (stereo not given) | · | 11% | · | · | 3% | 8% | 4% | 2%
O=C(C1CCC(=O)N1Cc1ccc(F)cc1)N1CCC2(CC1)OCCO2 (stereo not given) | 1% | -7% | 4% | 1% | 5% | -7% | 5% | -7%
N#Cc1ccc(/C=C/C(=O)O)cc1 | -4% | 9% | -1% | 5% | · | 7% | 3% | 7%
Cc1nn(Cc2ccccc2)c(C)c1C(=O)NC1CCCc2ccccc21 (stereo not given) | 3% | -7% | -13% | -6% | · | -3% | 2% | ·
C#CCO | · | 22µM* | · | · | -4% | -8% | 0% | -2%
CC(=O)OC1CC(OC(C)=O)[C@]2(C)C(CC(OC(C)=O)[C@]3(C)C2CC[C@@]2(C)C(c4ccoc4)C[C@H]4O[C@]432)C1(C)C (stereo not given in full) | · | ? | · | ? | -11% | -8% | 3% | 11%
O=C(Nc1cccc(F)c1)N1CC[C@@]2(CCCN(C(=O)Oc3ccccc3)C2)C1 | · | ? | · | · | -46% | -5% | 5% | 8%
CN(C)C(CNC(=O)Cc1c(Cl)cccc1Cl)c1ccccc1 (stereo not given) | 2% | -2% | -4% | 8% | 9% | -1% | 3% | 4%
CC(=NCC1CCCO1)c1c(O)n(C)c(=O)n(C)c1=O (stereo not given) | 0% | 2% | -2% | 4% | -5% | 6% | 8% | -11%
c1ccc(N2CC[C@@]3(CCCNC3)C2)nc1 | · | ? | · | · | 7% | 2% | -1% | -3%
CC1CN(O)C2CCc3nonc3C12O (stereo not given) | 12% | ? | ? | -5% | · | 5% | 15% | -4%
C[C@]12CCC3C(CC[C@]4(O)CC(O)CC[C@@]34C=O)[C@]1(O)CCC2C1=CC(=O)OC1 (stereo not given in full) | · | 3% | · | ? | -36%[inhibitor] | 4% | 7% | 2%
CC(=O)OC1C2CCCC1C(N1CCCC1)CC2 (stereo not given) | 1%&-6% | -7% | 7%&5% | 0%&-5% | 29%&16% | 2%&0% | -5%&0% | -8%&-2%
CC(C)c1ccc(OCC(=O)N2CCN(C)CC2)c(Br)c1 | 1% | -3% | -5% | -5% | 3% | -4% | 3% | -4%
COc1ccc(OCC(=O)N2CCN(Cc3c[nH]c4ccccc34)CC2)cc1 | 2% | -15% | 5% | -30% | -38%[inhibitor] | 5% | -4% | 2%
NC1CCCCC1N=Cc1c(O)n(CCc2ccc(F)cc2)c(=O)[nH]c1=O (stereo not given) | -2% | ? | -5% | 4% | 1% | -2% | -3% | 23%
CC(=O)/C=C/c1ccccc1 | · | 2% | · | · | -6% | -2% | ? | 7%
COP(=O)(C#Cc1ccccc1)C(O)c1ccc(Br)cc1 (stereo not given) | · | · | -5% | 5% | · | -5% | 2% | 7%
CN1C(=O)c2ccccc2NC(=O)[C@]12O[C@@H]2c1ccccc1 | · | -3% | 4% | -5% | · | -3% | 5% | 1%
CC/C=C\C[C@@H](/C=C/C=C\C/C=C\C/C=C\CCCC(=O)O)OO | · | -2% | · | -2% | -3% | -6% | 1% | 5%
O=c1[nH]c(=S)[nH]c(O)c1/C=N/N1CCOCC1 | · | · | -6% | -8% | · | -4% | 2% | 8%
CCc1ccc(-c2nn(Cc3ccccc3)cc2C=O)cc1 | -7% | -7% | -6% | 5% | 14µM* | -19% | -1% | 9%
CN1C(=O)C(=Cc2ccccc2OCc2ccc(C(=O)O)cc2)C(=O)N(C)C1=O | -25% | 6% | -6% | ? | 6% | -2% | -4% | -28%
COc1cccc(C(=O)C2CCCN(Cc3ccc4nsnc4c3)C2)c1 (stereo not given) | · | 3% | 7% | -24% | · | 1% | -11% | 2%
CN1C(=O)C(Cc2c[nH]c3ccccc23)C(=O)N(C)C1=O | 2% | 14µM* | -3% | ? | -7% | 10% | 6% | -83%
CC1Cc2cc3c(cc2C(c2ccc(N)cc2)=NN1)OCO3 (stereo not given) | · | -11% | · | ? | -11% | -2% | 1% | -25%
ON1C2CCCCC2N(O)C1c1ccccc1 (stereo not given) | ? | ? | ? | -10% | -11% | 4% | 12% | 2%
CCOC(=O)c1ccc(N=C(c2ccccc2)c2c(O)n(C)c(=O)n(C)c2=O)cc1 | 6% | ? | 3% | -25% | · | -1% | -6% | 7%
O=c1c2ccccc2nc(/C=C/c2cccnc2)n1Cc1ccccc1 | -12% | 5µM* | 6% | 7.9µM* | · | 4% | -6% | 1%
CCOc1ccc(-n2c(O)c(C=NCCN(CC)CC)c(=O)[nH]c2=O)cc1 | -4% | -3% | 4% | 5% | -20% | -14% | -8% | 8%
OC12Oc3ccccc3C=C1N1CCC2CC1 (stereo not given) | -11% | 13% | 13% | 2% | 2% | -6% | 8% | -5%
CN1CCN(C(=O)OC2c3nccnc3C(=O)N2c2ccc(Cl)cn2)CC1 (stereo not given) | -6%[15.4 µM] | 5%&-2%&6% | 7% | -11%&-6% | -7%&6%&4% | 6%&1%&-8% | -1%&0%&-11% | 14%&1%&-4%
C=C1C/C(=C/C)C(=O)O[C@@H]2CCN3CC=C(COC(=O)[C@]1(C)O)[C@@H]23 | · | 0% | · | -12% | · | 12%&-5% | 14%&-13% | 5%
Cc1cccc(C#N)c1 | · | 5% | · | · | -5% | 5% | -11% | -3%
CC1(C)Cc2c(sc3nc4n(-c5ccccc5)c(=O)c(CCC(=O)O)nn4c(=O)c23)CO1 | · | · | ? | 32µM* | · | 3% | 7% | 6%

Exported with two lines to a compound: entries from further up
Each structure is followed by: GAA inh | ALDH1A1 block | GAA glycogen mod | KDM4E inh | SMN2 splice enh | aGlu spleen mod | GLA spleen mod | RGS12 GoLoco inh
CCOc1ccc(-n2c(O)c(C=NCCN(CC)CC)c(=O)[nH]c2=O)cc1
→ -4% | -3% | 4% | 5% | -20% | -14% | -8% | 8%
OC12Oc3ccccc3C=C1N1CCC2CC1 (stereo not given)
→ -11% | 13% | 13% | 2% | 2% | -6% | 8% | -5%
CN1CCN(C(=O)OC2c3nccnc3C(=O)N2c2ccc(Cl)cn2)CC1 (stereo not given)
→ -6%[15.4 µM] | 5%&-2%&6% | 7% | -11%&-6% | -7%&6%&4% | 6%&1%&-8% | -1%&0%&-11% | 14%&1%&-4%
C=C1C/C(=C/C)C(=O)O[C@@H]2CCN3CC=C(COC(=O)[C@]1(C)O)[C@@H]23
→ · | 0% | · | -12% | · | 12%&-5% | 14%&-13% | 5%

Continued.
SMILES | GAA inh | ALDH1A1 block | GAA glycogen mod | KDM4E inh | SMN2 splice enh | aGlu spleen mod | GLA spleen mod | RGS12 GoLoco inh
COc1ccc(CCn2c(O)c(C=NC3CC3)c(=O)[nH]c2=O)cc1OC | -11% | 11% | 1% | 11% | -14% | 3% | 6% | 1%
Cc1nc2ccccn2c1P(=S)(N1CCCCC1)N1CCCCC1 | -3% | ? | 6% | -6% | -17% | 3% | 10% | -23%
COC(=O)C(O)(c1c(C)[nH]c2ccccc12)C(F)(F)F (stereo not given) | -3% | 1% | -8% | 5% | -4% | 6% | 16% | 13%
O=C(N/N=C/c1c(O)n(Cc2ccc(F)cc2)c(=O)[nH]c1=O)c1ccccc1 | 3%[15.4 µM] | 3% | 6% | ? | · | 3% | -1% | 7%
O=C(Cn1c(=O)oc2cc(S(=O)(=O)N3CCCC3)ccc21)Nc1cccc(C(F)(F)F)c1 | -3% | 0% | ? | -4% | -28% | -5% | 0% | -4%
CCC[N+]12CCC(CC1)C(=C(c1ccccc1)c1ccccc1)C2 | -4% | 11% | -11% | 12% | -14% | 1% | 2% | 7%
COCCCNC(=S)NCCCNc1nc2cc(C)cc(C)c2cc1C#N | 11% | -1% | -10% | ? | -15% | 5% | 7% | 10%
COCc1[nH]nc2c1C(c1ccccc1F)C(C#N)=C(N)O2 (stereo not given) | -15% | -11% | -2% | -2% | ? | -3% | 14% | 5%
c1ccc(CN2CCC3(CCc4ccccc43)CC2)cc1 | · | 11% | · | 4% | -14% | -3%&0% | 1%&11% | 2%&4%
CCn1cc(C(=O)c2cccs2)c2ccccc21 | -12% | 1% | 4% | -5% | 0% | 3% | 5% | 13%
O=C(COc1ccccc1)N1CCN(Cc2c[nH]c3ccccc23)CC1 | -4% | 10% | 5% | -6% | -21% | -6% | -4% | -2%
CCCc1[nH][nH]c(=O)c1C(c1ccc(Cl)cc1)C(C#N)C#N (stereo not given) | 1% | ? | ? | 2% | -30%[inhibitor] | 7% | 2% | 17%
Cn1c(=O)cc(OCCCC(=O)N2CCC3(CC2)OCCO3)c2ccccc21 | -2% | ? | 9% | -4% | ? | -3% | -5% | -2%
O=c1cccc2n1CC1CC2CN(c2nc(N3CCCCC3)nc(N3CCCCC3)n2)C1 (stereo not given) | ? | -11% | 0% | -21% | 12% | -11% | 3% | 1%
Cc1ncsc1CCOC(=O)c1ccc([N+](=O)[O-])cc1 | 5% | -9% | 5% | -5% | 1% | -2% | -2% | 5%
Cc1ccc2c(C)cccc2c1 | · | 5% | · | · | -1% | -11% | -2% | -3%
COc1ccc(NC(=O)N2CCC3(CC2)OCCO3)cc1OC | -2% | 16% | 1% | -4% | -3% | 2% | 2% | 4%
CCCCCCn1c(=O)c(C(=O)Nc2nc(CC(=O)OCC)cs2)c(O)c2ccccc21 | · | · | 11% | ? | · | 2% | -8% | 14%
CC1(C)S[C@H]2[C@@H](N)C(=O)N2[C@H]1C(=O)O | · | -5% | · | -6% | · | 9% | 2% | -7%
O=C(Cc1ccc(S(=O)(=O)N2CCCC2)s1)N1CCN(c2ccc(F)cc2)CC1 | 0% | -4% | -14% | 9% | -38%[inhibitor] | -2% | -4% | -2%
